PfHsp40 yeast: rescue of PfHsp40-mediated yeast toxicity; S. cerevisiae expressing PfHsp40, growth rescue, ATP luminescence; growth rescue, % at 12.5 µM; 340,000 compounds, 0.68% hits; AID 504582; in the data active = growth rescue above about 28%, passing the limit was not always enough; inconclusive = no clear call, values can overlap the other calls;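 note: yeast W303a lacking pdr1 and pdr3 grown in galactose medium; growth measured after three days at 30 °C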
BH1578 lux ind: induces V. cholerae light production without autoinducers; 350,000 compounds, 0.16% hits; V. cholerae BH1578 lux reporter, luminescence, 6 h; activation, % at 18.7 µM; in the data active = activation mostly above about 9.7%, no sharp cut-off; inconclusive = no clear call, values can overlap the other calls; inactive = mostly below about 3.7%; note: not every result past the cut was called active; inactives centre near 0; reference of the scale not given here
Y pestis TopoI: inhibitors of Yersinia pestis topoisomerase I; Y. pestis Topo-I cleavage product accumulation, plate reader; activity, % at 10 µM; 360,000 compounds, 0.064% hits; AID 504884; in the data active = activity above about 50%, passing the limit was not always enough; inconclusive = no clear call, values can overlap the other calls; note: inactives centre near 2
SSB-PriA inh: blocks PriA binding to SSB C-terminal tail. inhibition, % at 33 µM. AlphaScreen SSBct-PriA binding, biotinylated peptide. 430,000 compounds, 0.6% hits; in the data active = inhibition mostly above about 37%, no sharp cut-off; inactive = mostly below about 20%;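 note: plate controls were negative control peptide for no effect and reference peptide for full effect; strong numbers were not always called active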
VHR inh abs: DUSP3 (human) phosphatase inhibition; 290,000 compounds, 0.52% hits; P51452; recombinant VHR phosphatase, pNPP absorbance; inhibition, % at 13.3 µM; in the data active = inhibition above about 50%; note: some compounds called inactive have numbers as strong as hits
Target sequence (P51452 whole entry, looked up): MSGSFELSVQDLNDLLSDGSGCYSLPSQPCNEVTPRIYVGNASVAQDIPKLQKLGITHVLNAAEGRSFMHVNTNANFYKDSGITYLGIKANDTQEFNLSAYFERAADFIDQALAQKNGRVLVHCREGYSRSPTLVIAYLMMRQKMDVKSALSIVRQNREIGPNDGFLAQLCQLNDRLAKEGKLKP
BoNT-A LC inh2: blocks Botulinum neurotoxin A light chain protease. multiplex microsphere protease substrate cleavage, flow cytometry. inhibition, % at 10 µM. 360,000 compounds, 0.17% hits; note: plate controls were buffer without enzyme for full effect and enzyme alone for no effect
Anthrax LF prot: blocks Bacillus anthracis lethal factor protease; multiplex microsphere protease cleavage assay, LF; AID 588501; inhibition, % at 10 µM; 360,000 compounds, 0.12% hits; P15917; note: plate controls were buffer without enzyme for full effect and enzyme alone for no effect
Target sequence (P15917 whole entry, looked up): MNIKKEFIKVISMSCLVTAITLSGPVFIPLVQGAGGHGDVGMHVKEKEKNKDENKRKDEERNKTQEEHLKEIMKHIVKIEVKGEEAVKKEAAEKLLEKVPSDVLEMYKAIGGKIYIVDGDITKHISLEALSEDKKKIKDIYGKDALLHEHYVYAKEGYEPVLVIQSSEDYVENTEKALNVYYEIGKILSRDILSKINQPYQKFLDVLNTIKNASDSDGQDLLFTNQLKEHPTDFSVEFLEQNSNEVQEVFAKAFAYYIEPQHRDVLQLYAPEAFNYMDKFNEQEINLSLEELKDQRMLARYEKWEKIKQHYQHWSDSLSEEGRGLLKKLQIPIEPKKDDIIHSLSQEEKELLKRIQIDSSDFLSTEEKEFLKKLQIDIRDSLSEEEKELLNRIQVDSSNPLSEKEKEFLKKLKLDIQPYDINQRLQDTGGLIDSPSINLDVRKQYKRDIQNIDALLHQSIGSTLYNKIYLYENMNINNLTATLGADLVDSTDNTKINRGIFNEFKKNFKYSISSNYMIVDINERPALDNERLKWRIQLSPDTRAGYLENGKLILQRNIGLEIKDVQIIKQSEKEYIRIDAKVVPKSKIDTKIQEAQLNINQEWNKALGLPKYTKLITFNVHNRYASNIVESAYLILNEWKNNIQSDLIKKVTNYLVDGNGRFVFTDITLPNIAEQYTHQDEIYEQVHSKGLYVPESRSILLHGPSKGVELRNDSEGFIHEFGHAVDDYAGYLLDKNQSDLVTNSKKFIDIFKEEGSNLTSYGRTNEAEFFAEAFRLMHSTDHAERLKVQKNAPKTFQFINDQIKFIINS
TcdB GH inh: inhibitors of Clostridioides difficile toxin B glycohydrolase; P18177; TcdB glycohydrolase enzymatic assay, plate reader; inhibition, % at 9.99 µM; 350,000 compounds, 0.24% hits; AID 652162; in the data active = inhibition above about 10%
SARS 3CLpro inh: SARS-CoV 3CLpro protease inhibition; inhibition, % at 6 µM; AID 1706; 290,000 compounds, 0.14% hits; recombinant SARS-CoV 3CLpro, quenched FRET peptide cleavage; P0C6X7; in the data active = inhibition above about 12%
CCHFV vOTU inh: blocks the CCHF virus ovarian tumor domain protease; inhibition, % at 11.5 µM; 370,000 compounds, 0.55% hits; CCHFV vOTU protease, Pep-AMC fluorescence; in the data active = inhibition above about 30%; note: 0% = vehicle wells with enzyme and 100% = no enzyme wells
* hit, by the source's call; i = inactive; ? = inconclusive; nt = not tested or not shown; & = joins results of further samples. Cut-off read from the data, not from the text of the source, unless noted: active = inhibition above about 30%; inconclusive = no clear call, values can overlap the other calls; inactive = below that. This is a subset; count on the stated rates, not on these rows.

SMILES	PfHsp40 yeast	BH1578 lux ind	Y pestis TopoI	SSB-PriA inh	VHR inh abs	BoNT-A LC inh2	Anthrax LF prot	TcdB GH inh	SARS 3CLpro inh	CCHFV vOTU inh
O=C(COC(=O)c1cc(S(=O)(=O)N2CCOCC2)ccc1F)NCc1ccco1	1.6	-0.2	-4	-2	10	0.9	8	-0.1	-3	-2
CN(C)C(=O)COc1ncnc2sc(-c3ccccc3)cc12	-0.5	i	1	-6	7	-3.6	1	-0.1	-1	-7
COCCOc1cc(N(CC(=O)N(C)C)S(=O)(=O)c2ccccc2)c(Cl)cc1Cl	0.7	-0.1	22	-15	31	-0.6	0	1.5	3	-2
Cc1nc2ccc(NC(=S)N3CCCC3)cc2nc1C	1.3	i	9	-11	11	1.2	-5	2.9	3	-2
Nc1nc(-c2ccc3ccccc3c2)c(C2(O)C(=O)Nc3c(Br)cc(F)cc32)s1 (stereo unspecified)	-0.1	7.8	0	4	-4	-1.1	-4	nt	1	-8
COc1ccc(N2CC(C(=O)Nc3nnc(SCC(=O)N4CCOCC4)s3)CC2=O)cc1 (stereo unspecified)	-0.3	4.3	-6	3	2	-0.6	-1	0.5	1	-8
Cc1ccc(C)c(N2CCN(C(=S)Nc3ccc4nc(N5CCN(C)CC5)cc(C)c4c3)CC2)c1	0.5	-0.4	-20	20	6	1.2	-6	0.1	-16	-15
O=C(O)/C=C/C(=O)Nc1ccc(Cc2ccc(NC(=O)/C=C/C(=O)O)cc2)cc1	1.6	-0.6	6	-3	25	-0.3	0	-0.9	-1	-15
Cc1cc(NS(=O)(=O)c2ccc(N3C(=O)C4C5C=CC(C5)C4C3=O)cc2)nc(C)n1 (stereo unspecified)	0.4	-0.1	-2	5	0	-0.7	0	3.9	-1	24
COc1ccc(OCCSc2ncccn2)cc1	-0.4	0.2	-7	-25	-16	0.6	-1	nt	-3	-6
O=C(CCC1CCCCC1)Nc1cc(Cl)ccc1N1CCOCC1	1.0	i	34	-15	nt	0.9	-9	-0.2	nt	3
COc1cccc(-c2cc(C(=O)NCCCn3ccnc3)c3ccccc3n2)c1	-0.2	-2.6	-2	-1	-4	0.6	-2	nt	-7	16
Cc1ccc(S(=O)(=O)NCC(=O)OCc2nnc(-c3ccccc3)o2)cc1C	-1.0	-0.6	12	10	35	-1.0	0	nt	5	-4
CCCCOC(=O)N1CCOCCOCCOCC1	-1.3	-0.3	-4	-20	-5	-0.2	9	2.6	-1	1
COc1ccc(-c2cc(CCCC(=O)NCCc3ccccc3)no2)cc1	0.6	i	-8	-12	6	-0.3	-2	0.5	4	-4
COc1cccc(C(Nc2ccccn2)c2c(NC(=O)c3ccco3)sc(C)c2C)c1 (stereo unspecified)	-1.3	-0.3	10	27&-1	6	-0.9	-1	1.5	6	4
CCOC(=O)c1ccccc1NC(=O)CSc1nnnn1C	-1.3	i	-6	-2	-13	1.4	-1	nt	1	13
CCOc1cccc(CN2CCCC(C(=O)Nc3cccc(-n4cccn4)c3)C2)c1 (stereo unspecified)	0.3	i	18	5	10	-1.0	-4	-1.0	0	3
COc1ccccc1N1CCN(Cc2cc(=O)oc3cc(C)ccc23)CC1	nt	nt	nt	nt	nt	-0.9	1	-0.2	nt	-4
CCc1cc[n+](/C(C(=S)Nc2cccc(C)c2)=C(/[O-])c2ccc(C)c([N+](=O)[O-])c2)cc1	-0.2	i	13	nt	5	32*	9	0.3	-3	-4
O=C(NC1CC1)C1=C[C@@H](C2CC2)C[C@@H](OCc2ccc(CO)cc2)O1	0.5	-1.0	-2	-10	15	-0.2	1	0.5	nt	3
CC(=O)c1n[nH]nc1Nc1nc(C)cc(C)n1	0.5	i	-3	-1	-8	-0.4	-5	nt	4	-12
Cc1cccn2c(=O)c3cc(C(=O)NCc4cccnc4)c(=N)n(CC4CCCO4)c3nc12 (stereo unspecified)	-1.1	-0.6	-1	-6	18	-3.3	3	0.3	-2	-208
c1ccc(CNn2nnc3ccccc32)cc1	nt	nt	nt	nt	nt	-0.9	-5	0.5	nt	15
CCN(CC)S(=O)(=O)c1ccc(N2CCOCC2)c(NC(=O)c2cccc(C#N)c2)c1	-1.0	i	8	-10	22	0.3	2	0.3	0	-15
CC(C)CC(=O)Nc1ccc(-c2nc3ccccc3c(=O)o2)cc1	1.0	-0.2	0	-5	5	-0.1	3	nt	3	10
CCCN(CCC)CC(C)(C)NS(=O)(=O)c1ccc(Cl)cc1	25	0.6	6	-14	25	-0.9	-4	0.9	3	3
Brc1cc2c(cc1CN1CCc3ccccc3C1)OCO2	-0.5	-0.6	15	-49	nt	0.1	1	-0.6	0	9
Cc1ccccc1OCC(=O)Nc1cccc(N(C)S(C)(=O)=O)c1	-1.4	i	-2	-4	-2	-0.8	-1	0.4	6	1
O=[N+]([O-])c1ccc(C=NNc2ccc(S(=O)(=O)O)cc2)cc1	0.5	-8.3	-7	5	nt	-0.3	-4	-3.4	nt	15
O=C(CNC(=O)C1CCCCC1)OC(C(=O)c1ccccc1)c1ccccc1 (stereo unspecified)	-1.7	i	-6	-1	nt	-0.3	3	0.0	nt	-3
COc1ccc(NC(=O)CN2C3CCC2CC(O)(c2cccnc2)C3)cc1OC (stereo unspecified)	0.2	-0.2	0	-8	19	0.8	-4	nt	1	6
CCOC(=O)Cc1csc(NC(=O)CSc2nnnn2-c2ccc(F)cc2)n1	0.8	i	8	-7	14	-0.2	-1	0.1	1	-1
CCN1C[C@@H]2[C@@H]3C(=O)N(Cc4ccccc4)C(=O)[C@@H]3[C@](C)(C1=O)N2C(=O)c1ccccc1	-0.4	-0.3	9	-13	nt	-0.4	-1	0.5	nt	-16
Cc1c(C)n(C)c2ccc([N+](=O)[O-])cc12	1.9	i	1	6	16	-2.1	-8	nt	1	1
N#CCCN(C(=O)COC(=O)c1ccc2ccccc2n1)c1ccccc1	-1.2	2.7	9	-8	nt	-4.4	-1	-0.1	nt	-7
Cc1nc(N)c(C#N)c(-c2cccnc2)c1-c1ccccc1	-1.8	-1.2	2	-10	31	1.2	-23	-3.4	-1	-9
Nc1nn(S(=O)(=O)c2ccccc2)cc1-c1cccc([N+](=O)[O-])c1	0.2	i	-5	-5	-9	0.2	-10	0.7	1	17
Cc1ccc(S(=O)(=O)CCc2nc3ccccc3s2)cc1C	-1.6	nt	17	-17	10	0.5	1	-0.5	1	-2
CCC(=O)N1CCc2cc(Br)cc(S(=O)(=O)NCCCN(C)Cc3ccccc3)c21	-0.3	i	11	4	25	-3.6	3	0.8	-2	-5
COc1ccc(S(=O)(=O)N2CCCCCC2)cc1NC(=O)CCNC(=O)c1ccc(Cl)cc1	nt	-0.8	40	nt	nt	-0.2	-3	0.4	nt	18
Cc1cc(C)n2nc(SCC(=O)Nc3ccc(O)cc3)nc2n1	-0.7	0.9	6	-3	2	0.8	2	-1.1	-8	7
CC(C)(C)c1ccc(C(=O)Cn2cnnc2C#N)cc1	3.2	0.0	-4	11	14	0.2	-2	0.7	-1	-2
Cc1ccccc1Cn1ccc(NC(=O)c2onc(C)c2Cl)n1	-1.4	-0.2	7	-22	9	-1.0	1	1.0	-1	4
O=C(/C=C/c1ccccc1[N+](=O)[O-])OCC(=O)c1ccccc1	0.5	i	5	19	-15	-1.4	-6	1.0	3	12
CC(C)Sc1sc(C(=O)O)c(-c2ccc(Cl)cc2)c1C#N	6.2	i	-6	1	4	?	-6	0.1	2	-4
CC(C)(C)S(=O)(=O)c1ccccc1-c1noc(-c2ccccc2)c1C(N)=O	nt	0.4	3	-7	nt	2.5	7	0.7	nt	3
O=S(=O)(Nc1ccc(N2CCOCC2)cc1)c1ccc(F)cc1	-2.5	-1.1	10	1	8	-0.6	-12	-37	2	1
O=C(COC(=O)CCc1nc2ccccc2s1)NC(=O)NCc1ccco1	1.1	-0.2	14	-9	4	-0.8	-2	3.1	4	14
CCC(C)Sc1nnc(Cc2cc(=O)[nH]c(=O)[nH]2)n1-c1ccc(OC)cc1 (stereo unspecified)	0.8	-0.2	6	-3	-8	0.4	-4	1.6	-1	-6
O=C(Oc1cncc(Cl)c1)c1ccco1	-0.7	-3.0	5	-10	-5	-0.3	2	nt	2	-7
COc1cccc(NC(=O)CN(C)C(=O)c2ccc3ccccc3c2)c1	7.7	-12	2	-7	-1	-1.5	0	nt	0	8
COC(=O)c1c(NC(=O)c2ccc(C)cc2)csc1C	1.8	i	1	-5	-11	nt	nt	1.2	0	-8
CCOc1ccc(C(c2c(C)n(C)n(-c3ccccc3)c2=O)c2c(C)n(C)n(-c3ccccc3)c2=O)c(O)c1	-0.7	i	2	-3	nt	-3.9	18	-0.4	nt	6
CCc1ccc(OCC(=O)NC(NC(=S)Nc2ccc(Cl)cc2)C(Cl)(Cl)Cl)cc1 (stereo unspecified)	-0.5	6.2	0	-7	-4	-0.4	-6	1.0	4	-21
O=C(O)c1ccc(CNCc2cccc(OCc3ccc(F)cc3)c2)cc1	-1.7	-18	1	-2	12	0.9	5	1.7	0	-12
CCn1cc(C(=O)N2CCN(c3ccccn3)CC2)c2cc(OC)c(OC)cc2c1=O	-0.1	i	-6	-10	32	-1.2	-5	nt	4	-16
Cc1ccc(C(=O)N2CCc3ccccc32)cc1NC(=O)c1ccco1	-1.1	0.6	-11	-7	6	1.1	4	2.3	5	10
COc1ccc(C(=O)N(Cc2ccco2)Cc2cc3cc(C)ccc3[nH]c2=O)cc1OC	1.4	11	19	4	nt	nt	nt	nt	-5	2
O=C(O)CS(=O)(=O)CC(=O)O	0.3	i	-2	-1	17	0.6	-3	nt	2	-2

Compound profiles (already shown). Order of screens: PfHsp40 yeast	BH1578 lux ind	Y pestis TopoI	SSB-PriA inh	VHR inh abs	BoNT-A LC inh2	Anthrax LF prot	TcdB GH inh	SARS 3CLpro inh	CCHFV vOTU inh
CCN(CC)S(=O)(=O)c1ccc(N2CCOCC2)c(NC(=O)c2cccc(C#N)c2)c1 is listed as -1.0	i	8	-10	22	0.3	2	0.3	0	-15
COc1ccc(-c2cc(CCCC(=O)NCCc3ccccc3)no2)cc1 is listed as 0.6	i	-8	-12	6	-0.3	-2	0.5	4	-4
COCCOc1cc(N(CC(=O)N(C)C)S(=O)(=O)c2ccccc2)c(Cl)cc1Cl is listed as 0.7	-0.1	22	-15	31	-0.6	0	1.5	3	-2

New compounds follow
SMILES	PfHsp40 yeast	BH1578 lux ind	Y pestis TopoI	SSB-PriA inh	VHR inh abs	BoNT-A LC inh2	Anthrax LF prot	TcdB GH inh	SARS 3CLpro inh	CCHFV vOTU inh
COC(=O)c1scc(C)c1NC(=O)c1cccc(C#N)c1	0.5	1.1	4	-6	2	0.1	-10	nt	2	nt
Cc1ccc(/C=N/NC(=O)Cn2cnc3ccccc32)o1	0.3	nt	-2	nt	24	-0.1	-3	nt	4	7
CCN(C(=O)COc1ccc(F)cc1Br)c1c(N)n(Cc2ccccc2)c(=O)[nH]c1=O	-1.1	i	4	3	nt	-0.1	-2	6.2	nt	14
CC/C(CC(C)(C)c1ccccc1)=N\O	-1.8	-1.6	-6	nt	3	-0.1	2	nt	0	-1
Cc1cc2c3ccccc3ncn2n1	-1.0	i	-1	1	-6	-8.1	-4	-0.2	3	-9
CCOc1ccc(N(CC(=O)N2CCN(Cc3ccccc3)CC2)S(C)(=O)=O)cc1	0.2	-0.7	-1	1	0	-4.0	-10	0.8	-3	-1
Cc1cccc(N2C(=O)NC(=O)/C(=C\c3cnc(-c4ccccc4)nc3)C2=O)c1	0.8	i	0	8	-15	0.1	0	nt	1	-7
CCOc1ccc(N(CC)C(=O)Cc2c(C(=O)O)n(C)c3ccccc23)cc1	1.9	i	-5	2	2	-0.4	10	0.7	-1	6
COc1ccc([N+](=O)[O-])cc1NC(=O)/C=C/C(=O)O	1.1	-0.6	-6	-4	15	0.2	-4	1.0	4	-16

Screening results: PubChem BioAssay, several laboratories
